From PubChem BioAssay
TDP1 cell CPT – DT40-hTDP1 cell growth loss with CPT; chicken DT40 Tdp1-/-;hTDP1 cells + 20 nM CPT, ATP luminescence, 48 h; Potency, µM (titrated, usually from 46.2 µM), inactives show at the top dose activity change, negative = growth inhibition, actives largely listed as inhibitors; AID 686979; 12% of 420,000 active; note: nearly all actives have a fitted effect of over 55% in size
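Chicken DT40 Tdp1-/- cells complemented with human TDP1, 400 cells/well, exposed to compounds plus 20 nM camptothecin for at least 48 h at 37 C; viability read as ATP content by CellTiter-Glo luminescence.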
TDP1 cell noCPT – qHTS for Inhibitors of human tyrosyl-DNA phosphodiesterase 1 (TDP1): qHTS in cells in absence of CPT; DT40 Tdp1-/- hTDP1 cells, no CPT, ATP luminescence, 48 h; Potency, µM (highest dose often 46.2 µM), inactives show top-dose activity change, negative = growth inhibition, most hits filed as inhibitors; 15% of 420,000 active; note: nearly all actives have a fitted effect of over 55% in size
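Readout: luminescence from CellTiter-Glo after 30 min in the dark at RT. Cells: DT40 Tdp1-/- with stable hTDP1, 400/well. Exposure: compounds alone, ≥48 hr, 37 °C.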
TDP1 inh – blocks human tyrosyl-DNA phosphodiesterase 1. Q9NUW8. recombinant TDP1, AlphaScreen DNA substrate cleavage. Potency, µM (titrated, usually from 130 µM), without a hit: at the highest dose activity change, negative = inhibition, most hits filed as inhibitors. 0.28% of 350,000 active. AID 485290; note: nearly all actives have a fitted effect of over 40% in size
Target sequence (Q9NUW8 whole entry, looked up): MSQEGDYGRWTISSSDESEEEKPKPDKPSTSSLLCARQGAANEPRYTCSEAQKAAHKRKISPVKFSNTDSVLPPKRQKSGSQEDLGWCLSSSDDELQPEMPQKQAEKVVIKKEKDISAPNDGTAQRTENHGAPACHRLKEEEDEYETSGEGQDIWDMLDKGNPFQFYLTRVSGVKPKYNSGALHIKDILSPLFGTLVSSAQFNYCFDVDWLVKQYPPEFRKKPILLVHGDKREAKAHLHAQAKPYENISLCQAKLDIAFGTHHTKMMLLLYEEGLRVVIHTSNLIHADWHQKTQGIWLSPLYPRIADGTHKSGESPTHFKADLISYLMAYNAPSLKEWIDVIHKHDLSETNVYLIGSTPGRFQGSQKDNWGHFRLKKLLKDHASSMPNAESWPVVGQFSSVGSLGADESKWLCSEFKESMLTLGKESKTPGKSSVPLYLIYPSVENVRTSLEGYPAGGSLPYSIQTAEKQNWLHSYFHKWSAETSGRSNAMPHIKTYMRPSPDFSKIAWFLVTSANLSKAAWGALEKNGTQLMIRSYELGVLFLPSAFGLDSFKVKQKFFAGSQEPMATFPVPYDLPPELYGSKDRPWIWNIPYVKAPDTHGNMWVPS
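AlphaScreen read-out: signal falls as enzyme removes the 3' tyrosine-FITC from a 5'-biotinylated DNA oligo (15 nM, 5 min, RT). Enzyme was E. coli-made recombinant Tdp1 at 1 nM, exposed to compound for 15 min beforehand; beads 10 ug/ml, 10 min.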
* marks the source's active call; other numbers are inactive results; ? = inconclusive; . = not tested or not shown; & = joins results of further samples; [ ] = another dose, or the depositor's remark. Calls come from the whole dose curve; as a rule, active = well fitted curve in the direction sought with a large enough effect; inconclusive = small, poorly fitted or top-dose-only effect, or another doubt; inactive = no such curve, though single readings can be large; an effect the other way counts as inactive or inconclusive. % is set by controls: 0 for no effect and ±100 for the full control effect; potency is the fitted concentration of half-maximal effect.

Values run as follows: TDP1 inh | TDP1 cell noCPT | TDP1 cell CPT
O=C(NCCc1ccccc1)c1n[nH]c(=O)c2ccccc12
  -3% | -26% | 5%
Brc1ccc(-c2nc(-c3ccccc3)no2)o1
  3% | 5% | -1%
C=CCOc1ccccc1CN1CCCCCC1
  . | -13% | 2%
CCN(CC)S(=O)(=O)c1ccc(N2CC(C(=O)NCc3ccco3)CC2=O)cc1 (stereo not given)
  . | -24% | -9%
OCC[C@@H]1C[C@H](O)[C@@H](O)[C@]2(CCCc3ccccc3O2)O1
  . | -1% | -9%
O=C(CSc1nnnn1-c1cccc(F)c1)NC1CCCCC1
  -2%[56.1 µM] | -8% | -2%
Clc1nc(N2CCOCC2)ncc1Br
  -1% | -12% | -4%
Cc1nn(C)cc1CNC(=O)Nc1ccc(Br)cc1Cl
  5% | -19% | -20%
COc1cc(C(=O)Nc2scc(-c3ccc(C)cc3)c2C(=O)O)cc(OC)c1OC
  . | 0% | -11%
Cc1ccc(N2C=Nc3ccc(C)c4nc(C)cc2c34)cc1
  5% | ? | ?
NC(=O)c1ccc[n+](CC(=O)c2ccc(F)cc2)c1
  -1% | -4% | 14%
O=C1C2CCCN2C(c2ccccc2F)N1c1cccc(Cl)c1 (stereo not given)
  1% | -11% | -1%
COc1ccccc1-n1ccnc(SCC(=O)NC2CCCC2)c1=O
  . | -16% | 5%
N/C(=N\c1nc2ccccc2o1)NC(=O)c1ccc([N+](=O)[O-])cc1
  . | ? | ?
CCOc1ccc(CNC(=O)C(C)n2ccc3cc(S(=O)(=O)N4CCCC4)ccc32)cc1 (stereo not given)
  4% | 21µM* | ?
COC(=O)c1ccccc1NC(=O)c1cn2c3c(ccc(Cl)c3c1=O)OC(C)C2 (stereo not given)
  -4% | 1% | 6%
O=C(CCCn1c(=O)oc2ccccc21)Nc1ccccc1
  -4% | ? | -23%
CCNC(=O)c1cnc2sc(N3CCCCCC3)nn2c1=O
  6% | -12% | -1%
COc1ccc(N(CC(=O)NCCc2ccccc2)S(=O)(=O)c2ccccc2)c(OC)c1
  7% | 21µM* | 21µM*
NC(=NCc1ccc(Cl)cc1Cl)NC(=O)c1nc(Cl)c(N)nc1N
  16%&7% | 4.4µM* | 6.2µM*
COc1ccc(CNC(=O)c2[nH]c(C(F)(F)F)nc2-c2ccccc2)cc1OC
  . | -17% | -29%
FC(F)OC(Cl)C(F)(F)F (stereo not given)
  . | -4% | 9%
COc1ccc(S(=O)(=O)N2CCCC2CNC(=O)C(=O)NCc2ccccn2)cc1 (stereo not given)
  . | -8% | -20%
O=C(NCc1ccccc1Cl)C(=O)NCC(c1ccc2c(c1)OCO2)N1CCOCC1 (stereo not given)
  5% | ? | ?
COc1ccc(C2=Nc3ccccc3N(C(=O)c3ccc4ncccc4c3)C2C(=O)NC(C)(C)C)cc1 (stereo not given)
  . | 23µM* | 13µM*
COC(=O)[C@@]1(Cc2ccc(OC)cc2)[C@H]2c3cc(C(=O)N4CCCC4)n(CCn4cc([N+](=O)[O-])nc4C)c3C[C@H]2CN1C(=O)c1ccccc1
  1%&3% | -5% | 1%
CC(CCc1ccccc1)NC(=O)c1ccccc1Cl (stereo not given)
  . | 5% | 11%
COc1ccccc1-c1cc(=O)c2c(O)ccc([N+](=O)[O-])c2o1
  . | 5.2µM* | 3.7µM*
Cn1c(N)c(C(=O)COC(=O)c2cccc(S(=O)(=O)N3CCCCC3)c2)c(=O)n(C)c1=O
  2% | -30% | -3%
O=C(c1cccnc1)N1C2CCC1CC(O)(c1ccc(F)cc1)C2 (stereo not given)
  0% | -1% | -2%
CC(OC(=O)CC1CCCCC1)C(=O)Nc1ccc(F)cc1 (stereo not given)
  -7% | ? | -23%
Cn1cccc1C1C(C#N)=C(N)OC2=C1C(=O)CCC2 (stereo not given)
  7% | -15% | -6%
Brc1ccc(-c2nn3c(-c4ccco4)nnc3s2)o1
  . | -21% | -25%
Cc1ccc(C)c(NC(=O)Cn2c([N+](=O)[O-])cnc2C)c1
  -7% | -14% | 5%
COc1ccc(S(=O)(=O)NCCOc2ccccc2)cc1-n1cnnn1
  5% | -16% | -5%
O=C(Cn1c(=O)nc(-c2ccccc2F)c2cc(Cl)ccc21)NCCCc1ccccc1
  4% | ? | ?
CCOC(=O)[C@]12CCCC=C1N(Cc1ccc3c(c1)OCO3)C(=O)[C@H](CC(=O)N1CCCC1)C2
  . | 21µM* | ?
CC(C)=CC(=O)Nc1ccc(OCc2ccccc2)cc1
  3% | 11% | -2%
CCCNC(=O)C1(C)CCCN(C(=O)c2cccc(Cl)c2)C1 (stereo not given)
  . | -5% | 5%
COc1ccccc1NC(=S)N(Cc1cccnc1)Cc1ccco1
  0% | -17% | -2%
Cc1cc(C(=O)NNS(=O)(=O)c2ccccc2C(F)(F)F)nn1C(C)(C)C
  0% | -12% | -4%
CCN(CC)c1ccc2cc(S(=O)(=O)c3ccc(Cl)cc3)c(=O)oc2c1
  . | ? | ?
CC1CCN(S(=O)(=O)c2ccc(C(=O)Nc3nnc(C4=COCCO4)o3)cc2)CC1
  4% | ? | 23µM*
COCC(=O)N1CCC[C@@]2(CCN(C(=O)Nc3cccc(C#N)c3)C2)C1
  . | -2% | 15%
COc1ccc(OC)c(C2C(C(=O)Nc3cccnc3)=C(C)NC3=C2C(=O)CCC3)c1 (stereo not given)
  0% | 9% | 19%
Cc1ccccc1Nc1nc(N)nc(COC(=O)C2CCCCC2)n1
  3% | -28% | -22%
CS(=O)(=O)c1ccc(Cl)c(C(=O)O)c1
  -4% | 3% | 3%
CN1CCN(S(=O)(=O)c2ccc(NC(=S)NC(=O)C(C)(C)C)cc2)CC1
  -10% | ? | -9%
O=C(CN1C(=O)NC2(CCCC2)C1=O)N1CCN(c2ccc(C(F)(F)F)cc2[N+](=O)[O-])CC1
  . | 8.2µM* | 13µM*
C=CCn1c(CCC(=O)O)ccc1-c1ccc(OC)cc1
  9% | -9% | -3%
COc1ccc(/C=N/NC(=O)c2ccccc2OCc2ccccc2)c(OC)c1
  2% | 18µM* | ?
C=CCOC(=O)CCC(=O)Nc1cccc2ccccc12
  2% | -18% | -6%
O=C(NCCN1CCOCC1)c1cc(-c2ccco2)on1
  7%[56.1 µM] | 15µM* | 15µM*
CCOc1ccc(C2C(C(=O)OC)=CN(C(C)c3ccccc3)C=C2C(=O)OC)cc1 (stereo not given)
  . | 21µM* | ?
Cc1cc(NC(=O)CSc2nc(N)c(NC(=O)c3ccco3)c(=O)[nH]2)no1
  . | 25% | -7%
C=CCn1c(C)cc(C(=O)CSc2nnc(C3CC3)n2C2CC2)c1C
  3% | ? | ?
O=C(/C=C/Nc1ccc(F)cc1F)c1cccs1
  -2% | ? | -10%
O=C1OCC2=C1C(c1ccc(F)cc1)c1cc3c(cc1N2)OCCO3 (stereo not given)
  2% | 0.18µM* | 0.18µM*
CCN(C(=O)CSc1nc(-c2ccccc2)cn1N)c1c(N)n(Cc2ccccc2)c(=O)[nH]c1=O
  . | -2% | 2%
COC(=O)c1cn(C(=O)c2cc(Br)ccc2Cl)c2ccccc12
  . | ? | ?

(cont.)
Values run as follows: TDP1 inh | TDP1 cell noCPT | TDP1 cell CPT
N#Cc1ccc(-c2ccc(Cl)cc2)nc1SCC(=O)c1cccc(Cl)c1
  3% | ? | ?
Cc1nnsc1C(=O)NC1CCCCC1
  3% | 0% | -8%
CC(=O)c1cc(-c2ccccc2)n(CCC(=O)NCc2cccs2)c1C
  7% | -6% | 6%
CCOP(=O)(c1ccc(N(C)C)cc1)C(O)c1ccc(C)cc1 (stereo not given)
  . | -20% | 0%
Cc1ccc(NC(=O)CCc2nnc3ccc(N4CCC(C)CC4)nn23)nc1
  4% | -3% | -24%
Cc1ccc(-n2nnc(C(=O)Nc3cc(F)ccc3F)c2C)cc1F
  3% | ? | -30%
COc1ccc(NC(=O)C/C(C)=N/NC(=O)c2cnccn2)c(OC)c1
  -12% | -18% | -2%
COc1ccc(-c2cc(N)n(CCC#N)n2)c(OC)c1
  2% | -13% | -13%
CCCS(=O)(=O)NCc1c(C)ncc2c1CCN(C(=O)/C=C/c1ccccc1)C2
  . | -1% | -9%[9.04 µM]
COc1ccc(-c2nnc(SCC(=O)N3CCCCC3)o2)c(OC)c1
  5% | -24% | ?
Cc1occc1C(=O)N(C)Cc1nc(-c2ccccc2)no1
  2% | ? | ?
COc1ccc(-c2csc3ncnc(N4CCN(S(=O)(=O)c5ccc(C)c(C)c5)CC4)c23)cc1
  1% | 18µM* | ?
COCc1ccc(CN2CCC(C(=O)Nc3cccc(-c4cscn4)c3)CC2)o1
  4% | -25% | ?
Cc1ccc2occ(CC(=O)Nc3ccc(S(=O)(=O)N4CCC(C)CC4)cc3)c2c1
  2% | ? | ?
O=C(COC(=O)/C=C/c1cccc([N+](=O)[O-])c1)NCc1ccc2c(c1)OCO2
  0% | -17% | -6%
CN(Cc1ccc(F)cc1)C(=O)c1cccc(S(=O)(=O)N2CCN(c3ccccc3)CC2)c1
  5% | 23µM* | ?
O=C(Cn1ncc2c(=O)oc3ccccc3c21)NCC1CCCO1 (stereo not given)
  5% | -11% | -1%
Cc1cnnn1-c1ccc([N+](=O)[O-])cc1
  1% | -12% | -13%
COCCCn1c(=O)c2ccccc2n(Cc2cc(C(=O)OC)ccc2OC)c1=O
  3% | -22% | -24%
Cc1nc2sc(C)c(C)n2c(=O)c1S(=O)(=O)N1CCN(c2ccccc2F)CC1
  0% | ? | -28%
CCN(CC)CCN(Cc1cc2cc3c(cc2[nH]c1=O)OCO3)C(=S)NCCCOC
  0% | -9% | 1%
COc1ccc(S(=O)(=O)N2CCC(Oc3ccc(-n4cnnn4)cc3)CC2)cc1
  2% | -25% | 10µM*
c1ccc2c3c([nH]c2c1)-c1[nH]ncc1CC3
  3% | ? | 16µM*
O=C(/C=C/c1ccc2c(c1)OCO2)c1cccnc1
  . | ? | ?
O=C(NCCS(=O)(=O)N1CCN(c2ccccc2)CC1)c1cc(=O)c2ccccc2o1
  . | ? | -30%
CCOC(=O)C1CCN(C(=O)COc2ccc(Cl)cc2Cl)CC1
  0% | -2% | -11%
C[C@H]1CN([C@@H](C)CO)C(=O)c2cc(C#Cc3ccccn3)cnc2O[C@@H]1CN(C)Cc1ccccc1
  . | -21% | 13%
O=C1O[C@@H]2[C@@H](O)[C@H](O)O[C@@H]2[C@H]1O
  . | 0% | 10%
Cc1nccc2oc(=O)c(NC(=O)c3ccc(Cl)cc3)cc12
  -6% | -7% | -4%
CC12CCC(C(=O)N(CSC(=S)N/N=C\c3ccccc3)C1=O)C2(C)C (stereo not given)
  2% | 4.6µM* | 5.8µM*

One compound at a time (already shown):
Cn1c(N)c(C(=O)COC(=O)c2cccc(S(=O)(=O)N3CCCCC3)c2)c(=O)n(C)c1=O as listed: TDP1 inh: 2%; TDP1 cell noCPT: -30%; TDP1 cell CPT: -3%
O=C(CSc1nnnn1-c1cccc(F)c1)NC1CCCCC1 as listed: TDP1 inh: -2%[56.1 µM]; TDP1 cell noCPT: -8%; TDP1 cell CPT: -2%

In a second layout: results already given
structure: CN1CCN(S(=O)(=O)c2ccc(NC(=S)NC(=O)C(C)(C)C)cc2)CC1
  TDP1 inh = -10%
  TDP1 cell noCPT = ?
  TDP1 cell CPT = -9%

structure: CCCS(=O)(=O)NCc1c(C)ncc2c1CCN(C(=O)/C=C/c1ccccc1)C2
  TDP1 inh = .
  TDP1 cell noCPT = -1%
  TDP1 cell CPT = -9%[9.04 µM]

Further records.
Values run as follows: TDP1 inh | TDP1 cell noCPT | TDP1 cell CPT
Cc1oc(S(=O)(=O)N2CCCCC2)cc1NC(=O)Nc1ccc(Cl)cc1
  9% | 16µM* | 16µM*
CCN(CC)CCn1c(=N)n(CC(=O)c2ccc(C)cc2)c2ccccc21
  . | 13µM* | 16µM*
O=C1CC(SCc2nc3ccccc3[nH]2)C(=O)N1c1ccc(F)cc1 (stereo not given)
  11% | 18µM* | ?
COC(=O)[C@@]1(C)[C@H]2C(=O)N(Cc3ccccc3)C(=O)[C@H]2[C@H]2CN=C(SCc3ccccc3)N21
  -2%[56.1 µM] | ? | ?
CC(C)CN1CCC(CN2CCNC(=O)C2=O)CC1
  . | -7% | 8%
O=C1NCCN1CCN1C(=O)c2ccccc2NC1c1ccccc1 (stereo not given)
  . | 12% | 2%
Cc1onc(-c2ccccc2)c1C(=O)N/N=C/c1cccs1
  4% | ? | -4%
CCOc1ccc(Cl)cc1CSc1n[nH]c(C)n1
  3% | ? | -1%
Cc1cc(C)n2nc(N)c(N=Nc3ccccc3)c2n1
  4% | . | ?
O=C(CCN1C(=O)c2ccccc2C1=O)NCc1ccccc1
  2% | 3% | 9%
CCCCn1c(N)c(N(CCOC)C(=O)c2ccc(C)o2)c(=O)[nH]c1=O
  . | -2% | -2%
